aSyn tox rescue – rescues yeast growth from alpha-synuclein toxicity. S. cerevisiae alpha-synuclein toxicity rescue, BacTiter-Glo growth, 24 h. Potency, µM (titrated, usually from 46.1 µM), for inactives: at the top dose growth rescue (activation), most hits filed as activators. 94,000 tested, 0.02% active. AID 1347070; active means well fitted activation curve with a large enough effect; inconclusive means small, poorly fitted or top-dose-only effect; further: 0% is about no effect
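Growth restoration measured by BacTiter-Glo luminescence after 24 hr at 30 deg C; alpha-synuclein yeast, raffinose-pregrown to mid-log, were added at OD600=0.02 in galactose medium onto pinned compounds.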
* marks the source's active call; other numbers are inactive results; ? = inconclusive; [ ] = remark or other dose. Potency means the concentration at half of the fitted maximal effect. Some of the compounds tested; the hit share may differ from the screen's.

structure,aSyn tox rescue
COc1ccc(C(=O)Nc2ccc(Nc3ccccc3)cc2)cc1Br,0.1%
COc1ccc(OC)c(CCNC(=O)c2c3c(nc4ccccc24)C(=O)N(C2CCCCC2)C3)c1,-1.3%
CC(C)Cc1nnc(NC(=O)c2ccc(S(=O)(=O)N3CCCC3)cc2)s1,-1.8%
Cc1ccc(Cl)cc1NC(=O)CCn1c(=O)c2cccn2c2cccnc21,3.2%
COc1ccccc1-c1nnc(SC)n1C,-9.8%
Cc1ccc(CNC(=O)C(=O)NCC(c2ccco2)S(=O)(=O)c2ccc(C)cc2)cc1 (stereo not given),-15.0%
COc1cccc(NC(=O)CN2C(=O)CSc3nc(C)cc(C)c32)c1,5.2%
CCOc1ccccc1NC(=O)CSc1nc2c(oc3ccccc32)c(=O)n1-c1ccc(F)cc1,4.0%
C=CCn1c(=NC(=O)c2ccc(S(=O)(=O)N3CCc4ccccc4C3)cc2)sc2cc(S(N)(=O)=O)ccc21,6.7%
Cc1ccc(C(=O)NC2CC(C)(C)NC(C)(C)C2)cc1S(=O)(=O)N1CCCCC1,-10.4%
Cc1cccc(C)c1-n1ncc(C(=O)NCc2ccc3c(c2)OCO3)c1C1CCN(C(=O)OC(C)(C)C)CC1,12.4%
CC(C)c1ccc(NC(=O)c2ccc(CN3CC(=O)N4CCCCC4C3=O)cc2)cc1 (stereo not given),-7.0%

structure,aSyn tox rescue
Cc1ccc(Cn2ccn(CC(=O)Nc3ccccc3C(F)(F)F)c(=O)c2=O)cc1,-5.9%
CN1CC(=O)Nc2ccc(Br)cc2C1=O,0.0%
CCOc1ccccc1NC(=O)c1cccc(NC2=NC3CS(=O)(=O)CC3S2)c1 (stereo not given),-9.9%
Cc1noc(C)c1CSCC(=O)Oc1ccc(N(C)S(=O)(=O)c2ccc(Cl)cc2)cc1,-5.3%
Cc1cccc(-c2nc(SCC(=O)Nc3cc(C)on3)c3c(=O)n(C)c(=O)n(C)c3n2)c1,2.6%
CCCCc1nc2ccccc2n2c(-c3ccc(OC)cc3)c3c(=O)n(C)c(=O)n(C)c3c12,0.6%
CCc1cccc(NC(=O)CSc2nnc(-c3cc4occc4n3C)n2-c2ccccc2C)c1,1.3%
O=C(CSc1ncc(CO)n1Cc1ccc(F)cc1)NCc1ccco1,-10.4%
COc1ccc(OC)c(/C=C2\SC(=S)N(N3CCOCC3)C2=O)c1,-2.4%
COc1cccc(NC(=O)CCC(=O)N2Cc3ccccc3Oc3ncccc32)c1,-5.6%
O=[N+]([O-])c1ccc(OCC(O)CNC2CCCC2)cc1 (stereo not given),2.2%
O=C(O)CCS(=O)(=O)c1cc(Br)cc2c1N(C(=O)C1CC1)CC2,-3.6%

Ordered by heavy-atom count (smallest number first): part of the list above.
structure,aSyn tox rescue
O=[N+]([O-])c1ccc(OCC(O)CNC2CCCC2)cc1 (stereo not given),2.2%
CCOc1ccccc1NC(=O)c1cccc(NC2=NC3CS(=O)(=O)CC3S2)c1 (stereo not given),-9.9%
CCCCc1nc2ccccc2n2c(-c3ccc(OC)cc3)c3c(=O)n(C)c(=O)n(C)c3c12,0.6%

Additional results
structure,aSyn tox rescue
CCCc1cc(C(=O)Nc2cccc(C(C)=O)c2)no1,2.9%
COc1ccc(Cl)cc1CN1C(=O)NC2(CCCCCC2)C1=O,10.2%
CC(C)Cn1cc(NC(=O)NCc2ccccc2Cl)c2ccccc2c1=O,-3.2%
COC(=O)c1sc(NC(=O)CSc2nc3nc(C)cc(C)n3n2)c(C(=O)OC)c1C,-45.8%[inhibitor]
O=C(O)c1cc(O)ccc1NC(=O)c1cccc2ccccc12,0.9%
COc1ccc(C(=O)Nc2cccc(C(=O)NCc3ccccc3)c2)cc1,-5.6%
COc1cccc(CNC(=O)c2ccc(S(=O)(=O)N3CCCCC3)cc2)c1,19.8%
Cn1c(=O)c(=O)n(C)c2cc(N3CCOCC3)c(NS(=O)(=O)c3ccc(Cl)cc3)cc21,-1.9%
CC1CCCN(c2csc3ccc(F)cc3c2=O)C1 (stereo not given),0.7%
COc1ccccc1N1CCN(C(=O)c2cnc(N3CCCCC3)c3ccccc23)CC1,8.3%
Cc1nc2sc(C(c3cccs3)N3CCN(Cc4ccccc4)CC3)c(O)n2n1 (stereo not given),-7.4%
Cc1ccc2cc(CN(c3ccccc3)S(=O)(=O)c3ccccc3)c(=O)[nH]c2c1,-13.8%

structure,aSyn tox rescue
Cc1ccc(CNC(=O)C(=O)NCC(c2cccnc2)N2CCN(c3ccccc3F)CC2)cc1 (stereo not given),8.7%
CCCCC(=O)NC(c1ccco1)c1cc(Cl)c2cccnc2c1O (stereo not given),?
COC(=O)c1ccc2c(=O)n(CCCCCC(=O)N3CCN(c4cc(C)ccc4C)CC3)c(=O)[nH]c2c1,-14.8%
CC(C(=O)Nc1ccccc1-c1ccccc1)N1CCN(C(=O)c2ccccc2)CC1 (stereo not given),-5.7%
COc1ccc(Cl)cc1N(C)C(=O)C(=O)Nc1ccc2nc3n(c(=O)c2c1)CCCCC3,5.2%
Cc1cccc(N2CCN(C(=O)C3CCCN(S(=O)(=O)c4cccc5nsnc45)C3)CC2)c1C (stereo not given),3.6%
CCCCCn1c(CNC(=O)CC)nc2ccccc21,-3.3%
CCC(C)N1CCN(S(=O)(=O)Cc2ccccc2)CC1 (stereo not given),-3.7%
CCOC(=O)C1CCN(c2c(Nc3cc(C)cc(C)c3)c(=O)c2=O)CC1,4.3%
COc1ccc(C(=O)Cn2c(=O)n3nc(CCn4nc(C)cc4C)nc3c3cc(OC)c(OC)cc32)cc1,-3.3%
FC(F)(F)c1ccccc1NC(=S)Nc1cccc(Cl)c1,-11.7%
CC1(C)CC(=O)c2sc(NS(=O)(=O)c3ccccc3)nc2C1,-13.9%

structure,aSyn tox rescue
Cc1ccc(NC(=O)c2sc3nc[nH]c(=O)c3c2C)cc1Cl,-12.1%
CCN(CC)CCNC(=O)c1ccc(Cn2c(=O)c3cccn3c3cccnc32)cc1,-3.7%
Cc1ccc(N2CC(C(=O)Nc3nc4ccc(S(C)(=O)=O)cc4s3)CC2=O)cc1C (stereo not given),10.3%
CCOc1ccc(C(=O)Nc2ccc(-n3nncc3-c3ccccc3)cc2)cc1OCC,-9.1%
CCCc1cc(C(=O)NCc2ccc(OC)cc2)no1,8.8%
CCN(CC)S(=O)(=O)c1ccc(N2CCN(c3ccccc3O)CC2)nc1,12.1%
O=C(CCS(=O)(=O)c1cccc2nsnc12)Nc1ccc(F)cc1,6.2%
COc1ccc(S(=O)(=O)N2CCC(C(=O)NCC3CCCCC3)CC2)cc1,7.8%
O=C(CSc1nc2ccsc2c(=O)n1Cc1ccccc1F)NCc1ccccc1,-1.8%
Cc1cccc(C2N=C(N)Nc3nc4ccccc4n32)c1 (stereo not given),1.1%
Cc1cc(NC(=O)c2cc(C3CC3)on2)n(-c2ccccc2)n1,4.8%
Cc1cc(C)n(CC(=O)Nc2cc(F)ccc2F)c(=O)c1C#N,-4.4%

structure,aSyn tox rescue
O=c1cccccc1NN=C1CCCCC1,-39.0%[inhibitor]
O=C(Cn1ccn(-c2ccc(F)cc2)c(=O)c1=O)NCCc1ccccc1,-8.0%
CCCc1c(C(=O)N/N=C(\C)c2ccccc2O)nnn1-c1nonc1N,3.6%
CC1CCN(C(=O)c2c(NC(=O)c3ccccc3Cl)sc3c2CCC(C(C)(C)C)C3)CC1 (stereo not given),5.8%
COC(=O)CC1Oc2ccccc2-n2cc(-c3ccc(F)cc3)nc21 (stereo not given),-12.0%
CS(=O)(=O)c1cnc(-c2ccccc2)nc1-c1ccccc1Cl,-4.9%
O=C(NCCC1=CCCCC1)c1ccc2c(c1)N(Cc1ccc(Cl)cc1)C(=O)c1ccccc1S2=O (stereo not given),?
CCOC(=O)c1cc(S(=O)(=O)N2CCN(c3ccccc3)CC2)[nH]n1,0.0%
CCOC(=O)c1c(N)n(-c2cc(C)cc(C)c2)c2nc3ccccc3nc12,12.6%
COc1ccc(-c2csc(NC(=O)c3ccc(S(=O)(=O)N4CCc5ccccc5C4)cc3)n2)cc1,0.6%
COc1ccc(C(=O)CNc2ccccc2Br)cc1,-12.2%
CC(C)CCNC(=O)C1CCC(CNc2c(N3CCC(C)CC3)c(=O)c2=O)CC1 (stereo not given),-2.8%

structure,aSyn tox rescue
COc1cc2c3nc4n(c(=O)c3n(CC(=O)NCC3CCCO3)c2cc1OC)CCS4 (stereo not given),1.5%
Cc1ccc(Cl)cc1N1CCN(C(=O)c2c(C)oc3ncnc(N4CCOCC4)c23)CC1,17.2%
CCOc1ccc2c(c1)c(=O)c(C(=O)c1ccccc1)cn2Cc1ccccc1,-4.4%
COc1cc(CNC[C@H]2O[C@@H](n3ccc(N)nc3=O)[C@H](O)[C@@H]2O)ccc1OCc1ccc(C)cc1,-7.5%
CC(Sc1ccccc1)C(=O)NCC(c1ccco1)N1CCCCC1 (stereo not given),-1.5%
COc1ccc(CCNC(=O)CN2C(=O)NC3(CCOc4ccccc43)C2=O)cc1 (stereo not given),-0.2%
Cc1cc(N/N=C\c2ccccc2)nc(-c2ccccc2O)n1,-6.5%
O=C(NCCCCc1ccccc1)c1ccc(F)cc1,2.6%
COc1ccc(N2C(=O)CC(Sc3n[nH]c(-c4cccc(C)c4)n3)C2=O)cc1 (stereo not given),-19.2%
CCC1NC(=O)c2cccnc2-n2c1nc1ccc(F)cc1c2=O (stereo not given),-0.9%
COc1ccc(-c2c(C)nn3c(C(F)(F)F)cc(-c4ccccc4)nc23)cc1OC,0.5%
Cc1ccc(O)c(C(=O)c2cnc3c(c2)c(C)nn3C)c1,8.8%

structure,aSyn tox rescue
Cn1c(=O)n(C)c2cc(CNCc3ccc(C(=O)O)cc3)ccc21,3.4%
O=S(=O)(Nc1nc2n(n1)C(c1ccc(F)cc1)C=C(c1ccccc1)N2)c1ccc(Cl)cc1 (stereo not given),2.6%
O=C(NC(=O)N1CCN(C(c2ccccc2)c2ccccc2)CC1)c1ccccc1,3.0%
COc1ccc2nc3cc(Cl)ccc3c(C#N)c2c1,6.2%
OCCC1CN(Cc2ccccn2)CCN1C1CCCC1 (stereo not given),-0.7%
Cc1cccc(C)c1Nc1c(-c2ccc(O)cc2)nc2sccn12,-8.9%
Cn1c(=O)c2c(-c3ccccc3)n(CCCO)cc2n(C)c1=O,-0.7%
Cc1ccc(N(CC(=O)Nc2ccc(F)cc2F)S(=O)(=O)c2cccs2)cc1,1.8%
Cc1cccc(NC(=O)c2oc3ccc(S(=O)(=O)N(C)C4CCCCC4)cc3c2C)c1C,10.5%
O=C(CN1C(=O)CSc2ccc(S(=O)(=O)N3CCCC3)cc21)NCc1ccc(F)cc1Cl,4.3%
COC(=O)c1c(NC(=O)Cc2coc3cc(C)cc(C)c23)sc2c1CCC2,8.9%
COc1ccc(OC)c(NC(=O)CN2C(=O)CC(C)Sc3ccccc32)c1 (stereo not given),18.5%

In the list so far, these have a tert-butyl group.
structure,aSyn tox rescue
Cc1cccc(C)c1-n1ncc(C(=O)NCc2ccc3c(c2)OCO3)c1C1CCN(C(=O)OC(C)(C)C)CC1,12.4%
CC1CCN(C(=O)c2c(NC(=O)c3ccccc3Cl)sc3c2CCC(C(C)(C)C)C3)CC1 (stereo not given),5.8%

Other compounds follow:
structure,aSyn tox rescue
CN(C(=O)C(Cl)Cl)C1CC2C=CC1C2 (stereo not given),2.9%
COc1cccc2cc(-c3nc(Nc4cccc(C)c4C)sc3C)c(=O)oc12,-17.1%
Cc1ccccc1Cn1cc(NC(=O)c2cc(-c3ccco3)on2)cn1,-6.9%
COc1cc(C)ccc1S(=O)(=O)n1nc(C)cc1C,1.8%
COc1ccc(-c2nnc3n2N(C(C)=O)C(c2ccc(Cl)c(Cl)c2)=C(C(C)=O)S3)cc1,-3.3%
NS(=O)(=O)c1ccc(CCNc2nc3c(-c4cccc(F)c4)nnn3c3ccc(Cl)cc23)cc1,-3.8%
O=C(CSc1cccc[n+]1[O-])Nc1cc(S(=O)(=O)N2CCOCC2)ccc1Cl,-12.5%
O=C(NCCc1ccc(Cl)cc1)c1cccn1-c1nnc(N2CCCCC2)s1,-13.2%
Cc1ccc(-n2nc3c(=O)n(C(C)C(=O)NCc4ccccc4C)nc(C)c3c2C)cc1 (stereo not given),-4.5%
CCOc1ccc(NC(=O)CCn2nc(C)c(S(=O)(=O)N3CCCCC3)c2C)cc1,-15.7%
S=c1[nH]nc(-c2cc(-c3ccccc3)n[nH]2)n1/N=C/c1ccc(Cl)c(Cl)c1,2.1%
Cc1nnc(NC(=O)C(C)Sc2nncn2C)s1 (stereo not given),-5.5%

structure,aSyn tox rescue
CCOC(=O)c1ccc(-n2c(N)c(C(=O)OC)c3nc4ccccc4nc32)cc1,11.0%
CN(C)S(=O)(=O)c1ccc2c(c1)N(CC(=O)Nc1ccc(F)cc1)C(=O)CS2,-8.4%
Cc1ccc(-n2ncc(-c3n[nH]c(=S)o3)c2N)cc1C,1.5%
COc1ccc(CCNC(=O)CN(c2ccccc2)S(=O)(=O)N(C)C)cc1OC,-8.4%
Cc1ccc(C)c(NC(=O)c2ccc3nc(CCc4ccccc4)oc3c2)c1,4.5%
Cc1ccc(C)c(S(=O)(=O)n2nc(C)c(S(=O)(=O)N3CCCCCC3)c2C)c1,2.9%
CCOC(=O)c1cc(=O)nc(N)s1,11.1%
COc1ccc(CNC(=O)C2CCCN(S(=O)(=O)c3cccc4nsnc34)C2)cc1 (stereo not given),3.8%
Cc1cccc(N2CCN(C3(c4ccccc4)C(=O)c4ccccc4C3=O)CC2C)c1 (stereo not given),-16.6%
CC(=O)c1ccc(NC(=O)Cn2cnc3nc4c(cc3c2=O)CC(C)CC4)cc1 (stereo not given),-2.7%

Screening data deposited in PubChem BioAssay by National Center for Advancing Translational Sciences (NCATS).
